High-throughput results as filed in PubChem BioAssay.
M4 antag: blocks acetylcholine activation of human M4 receptor | AID 624125 | actives 0.73% (n = 360,000) | P08173 | inhibition, % at 3 µM | CHO-hM4 cells, ACh EC80, Fluo-8 calcium fluorescence;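 active means inhibition above its plate's cutoff, the mean inhibition of sample wells plus 3 SD, cut at about 27% in these data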;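 further: 0% = acetylcholine EC80 with DMSO and 100% = DMSO without agonist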
Target sequence (P08173 whole entry, looked up): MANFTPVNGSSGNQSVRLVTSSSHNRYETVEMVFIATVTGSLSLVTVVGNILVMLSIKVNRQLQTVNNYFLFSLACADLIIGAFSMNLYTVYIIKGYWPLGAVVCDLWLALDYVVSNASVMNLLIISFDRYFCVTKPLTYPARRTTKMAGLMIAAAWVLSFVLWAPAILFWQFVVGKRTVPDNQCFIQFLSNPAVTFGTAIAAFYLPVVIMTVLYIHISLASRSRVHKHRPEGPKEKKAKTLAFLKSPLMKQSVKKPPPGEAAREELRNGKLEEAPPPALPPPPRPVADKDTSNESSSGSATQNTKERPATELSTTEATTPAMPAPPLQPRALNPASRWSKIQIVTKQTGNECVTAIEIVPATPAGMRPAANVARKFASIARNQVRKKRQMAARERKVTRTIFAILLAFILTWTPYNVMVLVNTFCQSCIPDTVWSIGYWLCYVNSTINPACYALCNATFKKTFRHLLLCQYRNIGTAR
M1 ag: human M1 muscarinic receptor agonism | actives 0.33% (n = 360,000) | activation, % at 3 µM | AID 588814 | CHO-K1 hM1, Fluo-8 calcium fluorescence, agonist mode; 0% DMSO, 100% acetylcholine EC100;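 active means activation above the run's mean compound activation plus 3 SD, cut at about 16% in these data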;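 further: peak over basal fluorescence ratio within a 140 s kinetic read after compound addition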
Target sequence (P11229 whole entry, looked up): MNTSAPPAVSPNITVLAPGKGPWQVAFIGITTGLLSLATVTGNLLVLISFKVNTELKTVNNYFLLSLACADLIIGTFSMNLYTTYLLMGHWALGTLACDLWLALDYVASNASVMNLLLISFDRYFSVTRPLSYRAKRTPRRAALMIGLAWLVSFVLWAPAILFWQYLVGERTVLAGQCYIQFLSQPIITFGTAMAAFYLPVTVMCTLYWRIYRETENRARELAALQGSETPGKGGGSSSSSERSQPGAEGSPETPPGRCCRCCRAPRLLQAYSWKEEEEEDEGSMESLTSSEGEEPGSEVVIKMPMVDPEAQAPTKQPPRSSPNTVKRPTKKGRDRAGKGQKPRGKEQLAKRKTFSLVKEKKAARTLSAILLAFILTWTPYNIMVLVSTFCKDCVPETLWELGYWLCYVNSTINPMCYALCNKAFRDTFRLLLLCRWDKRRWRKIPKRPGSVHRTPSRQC
OXTR potentiate: potentiators of human oxytocin receptor | P30559 | activation, % at 3 µM | actives 0.061% (n = 320,000) | CHO-OTR cells, Fluo-8 calcium fluorescence, potentiator mode; 0% = oxytocin EC15, 100% = EC100;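 active means activation above that plate's cutoff, the mean activation of tested compounds plus 3 SD, cut at about 6.6% in these data, passing the limit was not always enough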;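 further: 100% uses oxytocin at 75 nM as the full agonist control; some results filed as inactive read as strong as hits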
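Measured by – Fluo-8 calcium dye fluorescence · Test system – human OTR in CHO cells · Dosing – one concentration, 3.0 µM compound · Controls – EC15 oxytocin alone as 0%, 75 nM oxytocin as 100% · Evaluation – normalized max/min fluorescence ratio, % activation · Timing – 6 min pre-incubation, 100 s read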
CHRM1 antagonist: blocks human M1 muscarinic receptor; P11229; CHO-K1 hM1, Fluo-8 calcium fluorescence, ACh EC80 antagonist; inhibition, % at 3 µM; actives 1.3% (n = 360,000); AID 588852;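 active means percent inhibition above its own plate's cutoff, namely the mean of that plate's compound wells plus 3 SD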;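 further: peak over basal fluorescence ratio during 140 s after agonist addition; 0% = ACh EC80 plus DMSO and 100% = DMSO alone without agonist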
CHO parental Ca: counter-screen for OX1R antagonists: effect in parental CHO cells | inhibition, % at 5.6 µM | actives 0.63% (n = 330,000) | parental CHO-K1, ATP-induced calcium, Fluo-8 fluorescence;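 active means inhibition above that plate's mean sample inhibition plus 3 SD, cut at about 26% in these data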;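 further: 0% = ATP-challenged DMSO wells and 100% = DMSO wells without ATP; some compounds past the cut are filed as inactive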
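test system = CHO parental line | reagent = ATP stimulus | measured by = intracellular calcium via Fluo-8 no-wash fluorescent dye | control set = ATP and no-ATP DMSO wells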
M4 ag: agonists of human muscarinic M4 receptor (CHRM4); AID 624127; CHO-K1 hM4/Gqi5, Fluo-8 calcium fluorescence; vehicle 0%, full acetylcholine response 100%; activation, % at 3 µM; actives 0.14% (n = 360,000);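 active means activation above the run mean over all test wells plus 3 SD, cut at about 32% in these data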;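 further: peak over basal fluorescence ratio per well then scaled between controls; 0% = DMSO wells and 100% = acetylcholine at EC100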
CHO-K1 Ca antag: M1 antagonist counterscreen hit in parental CHO-K1 cells; ATP-induced calcium, Fluo-8 fluorescence; inhibition, % at 3 µM; actives 0.6% (n = 360,000); AID 602250;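 active means inhibition above a per-plate cutoff, the plate's mean sample inhibition plus 3 SD, cut at about 24% in these data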;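 further: 0% = DMSO plus EC80 ATP and 100% = DMSO alone without ATP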
M1 ag parental: nonselective activator or artifact in parental CHO-K1 cells; Fluo-8 calcium fluorescence; scaled to maximal ATP response, vehicle zero; activation, % at 3 µM; actives 0.48% (n = 360,000); in the data active means activation above about 15%;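 further: untransfected CHO-K1 host cells lacking M1 receptor as counterscreen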
CHRM1 PAM: positive allosteric modulators of human M1 muscarinic receptor; CHO-K1 hM1, Fluo-8 calcium fluorescence, ACh EC20; 0% = ACh EC20, 100% = maximal ACh; activation, % at 3 µM; actives 0.088% (n = 360,000); in the data active means activation above about 19%, passing the limit was not always enough
The depositor's hits bear a star; · = no result given.

SMILES	M4 antag	M1 ag	OXTR potentiate	CHRM1 antagonist	CHO parental Ca	M4 ag	CHO-K1 Ca antag	M1 ag parental	CHRM1 PAM
COc1ccccc1CNC(=O)c1cc2c(C)nn(Cc3ccc(F)cc3)c2s1	12	5	-8	-11	10	-2	9	0.1	8
Brc1ccc(CNCc2cccs2)cc1	-11	-7	-8	-2	-4	2	0	-0.2	-8
Cc1cccc(C)c1OCC(=O)N(Cc1ccco1)C1CCS(=O)(=O)C1 (stereo unspecified)	0	-3	0	-7	-8	32*	-6	-0.3	1
CCCCN1CCc2c([nH]c3c(C)cccc23)C1=O	6	-3	-14	-2	-10	0	-17	0.8	3
CC(=O)N1CCc2cc(S(=O)(=O)Nc3ccc(C)cc3C)ccc21	3	-5	-25	6	-19	5	17	3.1	-8
COc1cc2cnc(-c3ccccc3)c(-c3cccc(C(F)(F)F)c3)c2cc1OC	-13	-7	-8	6	-32	0	-7	-0.3	-4
Cc1nn(-c2ccc(F)cc2)c(Cl)c1C(=O)N(C)CC(=O)Nc1cccc(F)c1	7	4	-6	-6	-14	5	6	3.2	5
Cc1cc2c(c(=O)n1C)C(Cc1ccccc1)C(C#N)=C(N)O2 (stereo unspecified)	-6	-3	-19	-10	-18	0	9	-0.5	6
COc1ccccc1Nc1nc(C)cc(C)c1C(N)=O	1	-1	-4	8	-5	1	-6	-0.2	-1
Cc1ccc2cc(C#N)c(N3CCCN(C(=O)C4CCCO4)CC3)nc2c1C (stereo unspecified)	-5	-1	-8	-12	-25	2	5	0.1	9
CCOP(=O)(OCC)c1ccccc1OCP(C)(=O)COc1ccccc1P(=O)(OCC)OCC	5	-5	-5	0	-7	0	12	0.1	1
CCC(C)Oc1nc2ccccc2nc1NS(=O)(=O)c1ccccc1 (stereo unspecified)	0	-4	-8	-12	-9	0	0	0.3	11
Cc1ccc(NC(=O)N2CCCC2C(=O)NCc2ccc3c(c2)OCO3)cc1 (stereo unspecified)	-12	-1	0	-8	-16	1	-11	0.2	9
CCNC(=O)c1ccc(NC(=O)CC2SC(N3CCCCC3)=NC2=O)cc1 (stereo unspecified)	-1	-4	-6	5	-10	2	-12	0.2	2
CCN(CCCNC(=O)C1CCN(S(=O)(=O)c2c(C)[nH]c(=O)[nH]c2=O)CC1)c1cccc(C)c1	-5	-6	-13	-8	0	0	-11	0.2	-2
CCOC(=O)C1=C(N)OC2=C(C(=O)CCC2)C1c1sccc1C (stereo unspecified)	-1	-8	-7	-2	-1	0	-4	0.2	3
O=C(c1c(F)cccc1F)N1CCN(c2ncc(Br)cn2)CC1	-4	1	-2	-5	-3	1	0	1.0	15
COc1ccc(C)cc1S(=O)(=O)n1c([N+](=O)[O-])cnc1C	1	0	-4	-24	4	0	-6	-0.2	13
O=C(COC(=O)CSc1ccc2ccccc2c1)NC1CC1	-7	-1	-6	-3	-19	10	5	5.1	-1
O=C(O)/C=C/C(=O)Nc1ccc(O)cc1	-1	-1	0	-3	-7	4	-7	1.6	3
COc1ccc(CNC(=O)CC(C)S(=O)(=O)c2ccc3c(c2)NC(=O)CO3)cc1 (stereo unspecified)	-5	-3	-3	-2	-20	5	-8	3.0	0
COc1ccc(C(=O)COC(=O)/C=C/c2ccc(S(=O)(=O)Nc3cccc(S(N)(=O)=O)c3)cc2)cc1	4	-3	-11	15	10	0	-2	1.1	-6
COc1ccc(OC(=O)c2cn(C)nc2C(F)(F)F)cc1	-14	-2	-8	-45	-9	1	-1	1.4	8
CCc1ccc(NC(=O)CSc2nc3cc(C(=O)OC)ccc3c(=O)n2Cc2ccco2)cc1	0	-3	-2	-4	-3	0	10	0.3	5
CCOC(=O)C1CCN(C(=O)C2CCCN(S(=O)(=O)c3ccc(OCC)c(Cl)c3)C2)CC1 (stereo unspecified)	-4	-1	-16	-3	1	14	4	10	2
C[C@@H]1CN([C@@H](C)CO)S(=O)(=O)c2ccc(Br)cc2O[C@H]1CN(C)C(=O)c1ccc2c(c1)OCO2	-4	-3	·	1	·	11	7	3.3	-12
COC(=O)CC/C(C)=N\Nc1ccc([N+](=O)[O-])cc1[N+](=O)[O-]	-2	0	-10	7	-1	7	-1	8.9	-5
COc1ccccc1N1CCN(C(=O)c2cc(-c3ccccc3)on2)CC1	3	-4	-13	-13	-29	-1	13	0.4	8
COc1ccc(NC(=S)N2CCC(Cc3ccccc3)CC2)cc1	15	-1	·	16	·	4	3	2.3	-9
CCN(CC)CCN(Cc1cc2cc(C)ccc2[nH]c1=O)C(=S)Nc1ccccc1	5	-6	-4	2	-18	1	-18	-0.1	1
COC(=O)c1ccc(Sc2ccccc2NS(=O)(=O)c2ccc(NC(C)=O)cc2)nc1	4	-4	-7	0	-26	2	-11	0.4	4
COc1ccccc1CN(C(=O)Cc1cccs1)C(C(=O)NC1CCCC1)c1ccncc1 (stereo unspecified)	-11	14	-4	-29	-17	4	-16	1.1	27
O=C(CSc1cccc(C(F)(F)F)c1)N1CCN(S(=O)(=O)c2ccccc2)CC1	0	-2	-8	-2	-6	8	-18	8.6	-1
O=C(NCCN1CCOCC1)C(=O)NCC1CCCO1 (stereo unspecified)	21	-5	-6	4	-4	8	7	3.1	-2
O=C(CNCc1ccccc1)NCCCN1CCCC1=O	-3	-4	-1	11	-5	11	-8	1.6	-6
O=C(CSc1ncnc2ccccc12)NCC(=O)c1ccccc1	6	-6	-18	0	-4	7	-9	8.0	0
Cn1ccnc1C(O)(c1nnc(-c2ccccc2)o1)C(F)(F)F (stereo unspecified)	3	-3	-8	-2	-10	0	1	0.3	2
COC(C(=O)N/N=C/c1ccc(OCC(=O)N2CCOCC2)cc1)c1ccccc1 (stereo unspecified)	-3	-2	2	-5	-1	0	-12	0.1	6
COc1cccc(CNC(=O)C2CCN(c3nn4c(=O)cc(C)nc4s3)CC2)c1	15	-13	7	-6	-18	1	-8	0.3	8
CC(c1ccccc1)N1C(=O)c2ccccc2C1O (stereo unspecified)	-11	0	1	-17	-5	1	-8	0.7	12
c1ccc2nc3c(nc2c1)c1ccccc1n3CCN1CCOCC1	0	-7	-7	-8	-17	3	-7	1.4	6
O=C(Nc1ccccc1C(=O)Nc1ccccc1)c1cccs1	-28	-5	-2	-7	-13	1	-14	0.6	3
CC(C)(C)c1cccc(P(=O)(c2ccccc2)c2ccccc2)c1O	-10	0	-5	-9	-19	-2	4	-0.7	3
Clc1ccc2nnnc(-c3ccccc3)c2c1	-4	-9	-2	-13	-4	-3	-5	-0.1	9
CCCn1c(N2CCN(C(=O)NCc3ccccc3)CC2)nc2ccccc21	-11	-3	-3	3	-1	4	-4	2.5	0
Cc1c(C)n(C(=O)CSc2nncn2C)c2ccccc12	2	-4	6	-1	-21	2	-6	0.3	6
Cc1c(C(=O)N(C)CCc2cnn(C)c2)oc2c(F)cccc12	-8	-2	1	3	-6	1	-7	0.2	0
CC(c1ccco1)N(C(=O)c1cccc(S(=O)(=O)N(C)C)c1)c1ccccn1 (stereo unspecified)	2	-4	-1	-11	-3	2	-3	0.6	9
CC1CCCCN1CCCn1c(=S)[nH]c2ccccc2c1=O (stereo unspecified)	1	-6	-5	3	-1	0	-4	0.0	-13
O=C(Nc1nc2c(s1)CCCC2)C1CCCN1C(=O)c1cccs1 (stereo unspecified)	19	-5	-8	-1	-13	0	19	0.5	3
C/C(=N\NC(N)=O)c1ccc(Cl)s1	2	-2	-1	-8	-9	0	-6	0.4	6
CC(C)NC(=O)c1nn2c(C(F)(F)F)cc(-c3ccco3)nc2c1Cl	-8	-1	0	-14	2	2	-17	0.3	11
COCCCNC(=O)CCn1c(=O)c2ccccc2n(CC(=O)Nc2ccc(C)cc2C)c1=O	1	-4	-6	-5	6	0	-7	0.4	4
Cc1ccc(S(=O)(=O)NCCC(=O)NNc2c(F)c(F)cc(F)c2F)cc1	14	-1	-6	-12	-13	1	-3	0.5	9
O=c1cc(-c2ccccc2)nc2nc[nH]n12	6	1	-7	-8	2	0	3	0.1	9
CCC(C)NCCOCCOc1ccc(Cl)c(C)c1C (stereo unspecified)	5	-13	-3	23	-12	12	-6	6.3	-25
COc1ccc(S(=O)(=O)Nc2ccc(S(=O)(=O)N3CCOCC3)cc2)cc1	11	6	-12	6	-5	3	6	-0.1	6
O=S(=O)(c1ccc(Cl)cc1)N1CCN=C1SCc1ccc(Cl)c(Cl)c1	0	-4	-10	-4	-10	0	-7	0.5	8
Cc1ccc(S(=O)(=O)N2CCN(C(=O)COC(=O)COc3ccc(Br)cc3)CC2)c(C)c1	-4	-1	·	-18	·	1	-15	0.1	13
CN(C)S(=O)(=O)c1ccc(C(=O)OCC2COC(C)(C)O2)cc1 (stereo unspecified)	5	-3	0	6	-3	3	-2	0.9	2
The listing continues:
SMILES	M4 antag	M1 ag	OXTR potentiate	CHRM1 antagonist	CHO parental Ca	M4 ag	CHO-K1 Ca antag	M1 ag parental	CHRM1 PAM
Cc1ccc(Nc2n[nH]c(=S)s2)cc1	-7	-2	·	-11	·	-2	-6	-0.8	4
N=c1n(Cc2ccccc2)c2ccccc2n1Cc1ccccc1	9	-12	-6	12	-9	10	4	2.3	-9
COc1ccc(C2CC(c3cccs3)=NN2C(=O)CSc2nc3ccccc3o2)cc1 (stereo unspecified)	-3	-7	-6	-2	-2	0	-12	1.2	4
COc1nn(CC(=O)N2N=C(C)CC2(O)C(F)F)cc1[N+](=O)[O-] (stereo unspecified)	-2	1	-5	-4	8	0	16	-0.1	8
Cc1nc(-c2ccccn2)sc1C(=O)Nc1ccc(F)cc1F	-8	-3	-3	-5	2	1	2	0.4	10
O=C(Nc1ccccc1)c1ccc(CSc2ncccn2)cc1	6	-1	-5	-6	13	2	-13	0.8	5
CNS(=O)(=O)c1cccc(C(=O)NCC(c2cccs2)N(C)C)c1 (stereo unspecified)	7	-5	-1	-3	-1	-1	-9	0.5	-2
COC(=O)c1cn(C(=O)c2ccc(C)cc2C)c2ccccc12	-9	-9	-1	-12	-1	1	-5	0.3	5
CCc1ccc(OC2(C)CCN(Cc3ccccc3OC(F)F)C2)cc1 (stereo unspecified)	6	-6	·	3	·	-1	5	0.6	-7
CCC(C)NC(=O)c1ccccc1NC(=O)C1COc2ccccc2O1 (stereo unspecified)	-5	-8	-6	2	-15	5	0	2.1	-6

In the list so far, these have a furan ring, fused or not:
SMILES	M4 antag	M1 ag	OXTR potentiate	CHRM1 antagonist	CHO parental Ca	M4 ag	CHO-K1 Ca antag	M1 ag parental	CHRM1 PAM
Cc1cccc(C)c1OCC(=O)N(Cc1ccco1)C1CCS(=O)(=O)C1 (stereo unspecified)	0	-3	0	-7	-8	32*	-6	-0.3	1
CCc1ccc(NC(=O)CSc2nc3cc(C(=O)OC)ccc3c(=O)n2Cc2ccco2)cc1	0	-3	-2	-4	-3	0	10	0.3	5
Cc1c(C(=O)N(C)CCc2cnn(C)c2)oc2c(F)cccc12	-8	-2	1	3	-6	1	-7	0.2	0
CC(c1ccco1)N(C(=O)c1cccc(S(=O)(=O)N(C)C)c1)c1ccccn1 (stereo unspecified)	2	-4	-1	-11	-3	2	-3	0.6	9
CC(C)NC(=O)c1nn2c(C(F)(F)F)cc(-c3ccco3)nc2c1Cl	-8	-1	0	-14	2	2	-17	0.3	11
